# High-throughput results deposited in PubChem by Sanford-Burnham Center for Chemical Genomics.
# UPR XBP1 act – activators of adaptive XBP1 UPR arm, primary screen, cell-based, CHO-XBP1 luciferase reporter, luminescence, uHTS | IRE1-XBP1 UPR activation; percent of tunicamycin response, DMSO as zero | 330,000 compounds, 0.33% hits | AID 463104, 2010 | activation, % at 20 µM;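 active = versus positive control, 20 µM dose yields 30% or more activation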;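 note: 100% = tunicamycin at 10 µg/mL and 0% = DMSO only wells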
#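 Signal: luciferase luminescence; Assay system: CHO-XBP1 luciferase reporter cells; Amount: one thousand reporter cells per well; Dosing: 20 µM single concentration, DMSO 1%; Benchmarks: high control tunicamycin 10 µg/mL final, low control DMSO vehicle only; Schedule: 6 h compound exposure at 37 °C, 5% CO2; Evaluation: percent activation relative to tunicamycin reference.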
# Jurkat NFkB inh – inhibitors of induced NF-kB luciferase reporter, primary screen, TCR NF-kB activation inhibitor project, cell-based, luminescence, uHTS; 330,000 compounds, 0.53% hits; inhibition, % at 4 µM; Jurkat, PMA/ionomycin-induced NF-kB luciferase reporter; in the data active = inhibition above about 50%
# Mdm2 MdmX PPI – inhibitors of human Mdm2-MdmX association, primary screen, cell-based, luminescence, split luciferase, SaOS-2, uHTS; Protein Mdm4 (Homo sapiens) + E3 ubiquitin-protein ligase Mdm2 (Homo sapiens), …; SaOS-2 split-luciferase Mdm2/MdmX complementation; inhibition, % at 8 µM; 330,000 compounds, 3% hits;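 active = inhibition of at least 50% at 8 µM in the primary screen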
# Target sequence (O15151 whole entry, looked up): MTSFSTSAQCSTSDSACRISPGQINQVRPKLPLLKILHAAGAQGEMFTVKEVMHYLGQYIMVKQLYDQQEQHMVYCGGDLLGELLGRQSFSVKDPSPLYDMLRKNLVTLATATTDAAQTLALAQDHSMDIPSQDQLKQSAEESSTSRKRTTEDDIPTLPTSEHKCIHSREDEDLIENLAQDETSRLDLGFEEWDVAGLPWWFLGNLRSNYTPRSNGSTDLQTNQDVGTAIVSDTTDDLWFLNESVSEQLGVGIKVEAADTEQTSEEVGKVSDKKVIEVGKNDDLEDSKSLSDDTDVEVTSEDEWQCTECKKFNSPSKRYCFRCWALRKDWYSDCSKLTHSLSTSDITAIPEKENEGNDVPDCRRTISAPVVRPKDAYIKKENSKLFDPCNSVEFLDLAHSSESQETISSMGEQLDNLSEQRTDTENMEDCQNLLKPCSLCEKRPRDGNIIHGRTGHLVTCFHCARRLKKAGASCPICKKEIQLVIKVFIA
# Target sequence (Q00987 whole entry, looked up): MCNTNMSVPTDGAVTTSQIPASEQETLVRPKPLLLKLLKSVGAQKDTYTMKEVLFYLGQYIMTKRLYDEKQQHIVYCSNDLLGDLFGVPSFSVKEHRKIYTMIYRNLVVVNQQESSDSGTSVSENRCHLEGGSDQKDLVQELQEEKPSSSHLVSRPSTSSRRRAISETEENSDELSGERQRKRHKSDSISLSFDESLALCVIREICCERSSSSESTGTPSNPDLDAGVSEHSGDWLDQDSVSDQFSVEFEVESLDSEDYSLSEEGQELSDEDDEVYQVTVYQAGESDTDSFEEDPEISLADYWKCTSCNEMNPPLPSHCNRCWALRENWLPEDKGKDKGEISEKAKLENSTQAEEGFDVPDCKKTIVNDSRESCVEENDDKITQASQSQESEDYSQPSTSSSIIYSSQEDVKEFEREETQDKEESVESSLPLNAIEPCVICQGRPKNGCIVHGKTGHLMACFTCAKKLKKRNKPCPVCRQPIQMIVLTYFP
# TIM10 inh – growth inhibitors of isogenic TIM10 control yeast, primary screen, counter-screen for tim10-1 yeast inhibitor project, luminescence, uHTS. S. cerevisiae TIM10 strain growth, BacTiter-Glo luminescence, 24 h. inhibition, % at 10 µM. 330,000 compounds, 1.4% hits. AID 463195, 2010;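 active = inhibition of 40% or more at the single tested concentration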;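 note: wild-type TIM10 isogenic control strain grown at permissive 25 °C; 0% = DMSO yeast wells and 100% = minimal medium wells without yeast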
# 697 NFkB inh – inhibitors of PMA/ionomycin-induced NF-kB reporter, 697 cells, primary screen, B-cell NF-kB inhibitor project, cell-based, luminescence, uHTS | 697 B-cell NF-kB luciferase reporter, 16 h | inhibition, % at 4 µM | 330,000 compounds, 0.33% hits; in the data active = inhibition above about 35%
# tim10-1 inh – growth inhibitors of tim10-1 mutant yeast, primary screen, luminescence, uHTS; S. cerevisiae tim10-1 ts strain growth, BacTiter-Glo, 24 h; inhibition, % at 20 µM; 330,000 compounds, 2.2% hits; AID 463190, 2010;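 active = inhibition of at least 40%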;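 note: mutant grown at 25 °C; 0% = DMSO wells with yeast and 100% = wells holding no yeast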
# tim23-1 inh – growth inhibitors of tim23-1 mutant yeast, primary screen, luminescence, uHTS; S. cerevisiae tim23-1 growth, BacTiter-Glo luminescence, 24 h; inhibition, % at 20 µM; 330,000 compounds, 1.3% hits; AID 463212, 2010;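 active = growth inhibition of the mutant yeast at or above 50%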;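 note: temperature-sensitive mutant grown at 25 °C; plate controls were DMSO-treated mutant yeast for no effect and medium wells lacking yeast for full effect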
# CHOP UPR activ – activators of apoptotic CHOP UPR arm, primary screen, cell-based, CHO-CHOP luciferase reporter, luminescence, uHTS; UPR activation; percent of tunicamycin response over DMSO baseline; activation, % at 10 µM; 330,000 compounds, 0.34% hits;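 active = at 10 µM dose, activation of 40% or more, normalized to positive control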;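 note: 100% = tunicamycin at 10 µg/mL and 0% = DMSO alone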
#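 Dosing – one dose, 10 µM in 0.5% DMSO · System – CHO-CHOP cells, stable luciferase reporter of PERK-eIF2a-CHOP signalling · Input – 500 cells/well · Control set – tunicamycin 10 µg/mL final as positive, DMSO-only wells as negative · Timing – 6 h compound treatment, 37 °C · Measure – % activation vs tunicamycin · Technique – luminescence read with Steady-Glo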
# * = called active by the depositor.
1. Nc1nn(-c2cccc(F)n2)cc1-c1ccccc1
2. Cc1ccc(NC(=O)c2cccs2)cc1[N+](=O)[O-]
3. C=CC(O)Cc1c(C)n[nH]c1C (stereo not drawn)
4. Cc1ccc(S(=O)(=O)CCC(=O)Nc2cc(Cl)ccc2-n2cncn2)cc1
5. CC(=O)Oc1ccc(C(=O)NCCc2ccccc2)cc1
6. COc1cccc(-n2ccnc2SCC(=O)Nc2ccccc2F)c1
7. CCN1C(=O)C2(C(C#N)=C(N)Oc3cc(C)oc(=O)c32)c2ccccc21 (stereo not drawn)
8. CCOc1ccc(/C=C2\SC(=S)N(CCC(=O)Nc3ccc(C(=O)O)cc3)C2=O)cc1

Compound,1,2,3,4,5,6,7,8
UPR XBP1 act,-2,-1,-2,-2,-6,0,-1,-4
Jurkat NFkB inh,-123,-20,-8,-5,-26,4,0,-3
Mdm2 MdmX PPI,-204,-17,-1,15,-32,6,13,-2
TIM10 inh,-10,45*,-20,-4,8,-19,7,-16
697 NFkB inh,-188,-15,7,-18,-137,12,-9,81*
tim10-1 inh,-16,18,10,0,-5,26,2,-6
tim23-1 inh,14,36,14,-2,-4,17,1,-6
CHOP UPR activ,2.6,3.8,-0.7,-0.6,-1.1,-0.7,-1.6,1.2

9. COc1ccc(CN2C(=O)CNC2=S)cc1
10. O=C(CCC(=O)OCC(=O)c1cccc([N+](=O)[O-])c1)Nc1cccc(Cl)c1Cl
11. Cc1ccc(-n2c(Cc3cccn3C)nnc2SCC(=O)NCc2ccco2)cc1
12. COCCNC(=O)c1onc(CSc2ccccn2)c1C(=O)NCCOC
13. N#Cc1c2c(c(Nc3ccc(O)cc3)n3c1nc1ccccc13)CCC2
14. CC1(C)CC(=O)CC(C)(C)N1OC(=O)c1ccncc1
15. Nc1nc(SCC(=O)Nc2ccccc2Oc2ccccc2)n[nH]1
16. COc1ccccc1N1CCN(C(=O)c2ccccc2NC(=O)C2CCCCC2C(=O)O)CC1 (stereo not drawn)

Compound,9,10,11,12,13,14,15,16
UPR XBP1 act,-2,0,2,1,-3,-2,-1,1
Jurkat NFkB inh,-10,-4,-5,14,19,-1,2,8
Mdm2 MdmX PPI,6,-5,0,-28,22,8,-12,-19
TIM10 inh,-3,5,9,-1,14,2,2,1
697 NFkB inh,17,-17,-18,12,4,22,-3,12
tim10-1 inh,18,11,14,-14,27,-8,2,9
tim23-1 inh,10,-8,15,5,9,12,3,14
CHOP UPR activ,2.4,-1.6,-1.1,-0.9,-0.5,-0.7,-1.6,-0.5

17. CC(Oc1ccc(Cl)cc1Cl)c1ccn[nH]1 (stereo not drawn)
18. COc1cc(C(=O)Nc2ccccc2SCc2cc(=O)n3nc(C)sc3n2)cc(OC)c1OC
19. Cc1cc2cc(CNC(=S)NCc3ccccc3)ccc2n1C
20. COC(=O)c1ccc(Oc2nc(N(C)C)nc(N3CCOCC3)n2)cc1
21. O=C(COC(=O)Cc1n[nH]c(=O)c2ccccc12)NNC(=O)c1ccc(Br)cc1
22. O=C(Cc1ccccc1)N/N=C/c1ccccc1Cl
23. O=C1N(CN2CCOCC2)c2ccccc2C12OCC(CCl)O2 (stereo not drawn)
24. COc1cccc(CNC(=O)c2c(C)nn(-c3ccccc3)c2C)c1

Compound,17,18,19,20,21,22,23,24
UPR XBP1 act,-3,-9,0,-2,1,2,-1,2
Jurkat NFkB inh,0,13,23,4,-10,-2,7,4
Mdm2 MdmX PPI,-15,7,9,25,11,-35,-17,8
TIM10 inh,27,-1,20,-10,4,22,9,-28
697 NFkB inh,1,12,-20,-11,2,-1,7,1
tim10-1 inh,26,13,12,-4,-5,30,-2,2
tim23-1 inh,25,3,22,4,-7,43,10,3
CHOP UPR activ,0.9,2.1,-1.3,-1.4,-0.3,2.1,0.2,0.3

25. O=C(CCCCl)Nc1c2c(nn1-c1ccccc1)CSC2
26. COc1ccc(N(CC(=O)NCCSc2ccccc2)S(=O)(=O)c2ccccc2)c(OC)c1
27. N#Cc1ccccc1OCC(=O)OCC(=O)c1ccc2c(c1)NC(=O)CO2
28. CCN(CC)C(=S)SCC(=O)c1ccccc1
29. O=C(O)C1C2C=CC(CC2)C1C(=O)O (stereo not drawn)
30. COc1ccc(C2CC(=O)N(C)c3ccccc3S2)cc1OC (stereo not drawn)
31. CCC(=O)N1CCN(c2cc(N3CCCC3)c(F)cc2[N+](=O)[O-])CC1
32. CCCCCSc1nnc(N)s1

Compound,25,26,27,28,29,30,31,32
UPR XBP1 act,3,-4,-2,3,-1,4,-1,0
Jurkat NFkB inh,-4,3,-4,-95,2,0,-2,1
Mdm2 MdmX PPI,8,-2,4,-79,18,53*,-21,8
TIM10 inh,-4,21,7,2,-5,-5,12,14
697 NFkB inh,2,13,10,-103,8,1,12,5
tim10-1 inh,9,17,4,10,8,38,7,9
tim23-1 inh,-2,32,0,18,10,27,15,6
CHOP UPR activ,-0.5,0.7,-1.2,0.8,1.1,8.3,-1.1,0.8

33. CC(C)CCN(CC(=O)NCc1ccc(F)cc1)S(=O)(=O)c1ccccc1F
34. CCN(CC)S(=O)(=O)c1ccc(C(=O)OCC(=O)Nc2ccc(-c3nc4ccc(C)cc4s3)cc2)cc1
35. CC1=C(C(=O)OCC(Cl)(Cl)Cl)N2C(=O)C(NC(=O)Cc3ccccc3)C2SC1 (stereo not drawn)
36. CCCCCCn1c(N2CCC(C(N)=O)CC2)nc2c1c(=O)n(C)c(=O)n2C
37. Cc1ccc(S(=O)(=O)n2c3ccc(F)cc3c3nc(C)sc32)cc1
38. Cc1ncc([N+](=O)[O-])n1CCOC(=O)NC(Nc1ccc(F)cc1)C(Cl)(Cl)Cl (stereo not drawn)
39. OC(COCc1cccs1)CN1CCN(c2cccc(Cl)c2)CC1 (stereo not drawn)
40. CCOC(=O)c1ccc(COC(=O)c2ccc3c(c2)-c2ccccc2C3=O)cc1

Compound,33,34,35,36,37,38,39,40
UPR XBP1 act,-6,-5,-4,-1,0,-1,-3,-4
Jurkat NFkB inh,-11,-118,-9,1,-13,14,8,-10
Mdm2 MdmX PPI,-12,18,-3,-1,16,0,12,-4
TIM10 inh,27,0,20,24,6,6,-12,-7
697 NFkB inh,-23,-26,-1,-32,-11,-5,1,-21
tim10-1 inh,21,4,16,18,23,13,-64,6
tim23-1 inh,42,-2,36,4,28,14,-187,8
CHOP UPR activ,2.9,-3.8,-1.3,2.1,0.9,-0.6,3.0,0.2

# One compound at a time, from the list above. Values in the order: UPR XBP1 act, Jurkat NFkB inh, Mdm2 MdmX PPI, TIM10 inh, 697 NFkB inh, tim10-1 inh, tim23-1 inh, CHOP UPR activ
# CCCCCCn1c(N2CCC(C(N)=O)CC2)nc2c1c(=O)n(C)c(=O)n2C in the list: -1, 1, -1, 24, -32, 18, 4, 2.1
# CC(C)CCN(CC(=O)NCc1ccc(F)cc1)S(=O)(=O)c1ccccc1F in the list: -6, -11, -12, 27, -23, 21, 42, 2.9

# Later entries
41. Cn1ncc2c(NNC(=O)c3ccccc3Cl)ncnc21
42. CC(C)c1ccc(-c2cc(C(=O)N3CCOCC3)c3cc(Br)ccc3n2)cc1
43. O=C1C(Cl)=C(NS(=O)(=O)c2ccc([N+](=O)[O-])cc2)C(=O)c2ccccc21
44. Cc1ccc(NC(=O)C(=O)NCCc2c[nH]c3ccccc23)cc1C
45. CCN(CCO)Cc1csc2ccc(Cl)cc12
46. Cc1ccc(C)c(NC(=O)CCN2C(=O)C3CC=CCC3C2=O)c1 (stereo not drawn)
47. COc1ccc(N2C(=O)CC(Sc3ncccc3C(=O)O)C2=O)cc1 (stereo not drawn)
48. Cc1nn(S(=O)(=O)c2ccccc2)c(C)c1Sc1ccc([N+](=O)[O-])cc1

Compound,41,42,43,44,45,46,47,48
UPR XBP1 act,0,-1,0,2,-5,0,3,-2
Jurkat NFkB inh,-1,-9,-5,3,-11,-1,-1,9
Mdm2 MdmX PPI,17,13,33,2,-11,-5,10,1
TIM10 inh,12,11,17,11,-2,6,-8,32
697 NFkB inh,15,-105,14,15,-4,13,1,-17
tim10-1 inh,4,38,8,7,-3,-18,-9,32
tim23-1 inh,-7,43,10,3,-12,-8,2,36
CHOP UPR activ,-0.5,0.2,-0.5,1.8,1.7,1.1,0.9,2.7

49. C/C(=N\NC(=O)c1ccc(N(C)C)cc1)c1ccc(C)c(C)c1
50. Oc1c(Cl)cc(Cl)cc1/C=C/c1ccc2cccc(O)c2n1
51. COc1cccc(S(=O)(=O)c2nc(C)c3c(n2)CCC3)c1
52. CCOC(=O)c1cccc(NC(=O)CCNS(=O)(=O)c2ccc3c(c2)CCN3C(=O)CC)c1
53. COC(=O)CCC/C=C1/SCC(NC(=O)c2ccccc2)C1=O (stereo not drawn)
54. C=CCS/C(=N\n1cnc2ccccc2c1=O)N(CC)CC
55. CC(C)(C)/C(O)=C(/C#N)c1nc2ccccc2[nH]1
56. COC(=O)CCC(=O)OC1(C)C(=O)C=C2C=C3CCCN3C=C2C1=O (stereo not drawn)

Compound,49,50,51,52,53,54,55,56
UPR XBP1 act,3,3,-2,-1,-1,1,4,0
Jurkat NFkB inh,-1,3,7,4,-3,6,-7,-7
Mdm2 MdmX PPI,12,48,17,1,16,1,-9,6
TIM10 inh,36,26,-1,4,12,13,-12,2
697 NFkB inh,-4,-18,15,-9,-5,-4,-9,22
tim10-1 inh,1,43*,-2,1,31,13,-1,-10
tim23-1 inh,44,30,11,4,34,15,13,6
CHOP UPR activ,3.2,-1.3,0.8,0.0,0.1,-0.9,-0.6,-0.1

57. CCC(CO)n1c(SCc2cc(=O)oc3cc(C)ccc23)nc2ccccc2c1=O (stereo not drawn)
58. CC1=NN(C(=O)Cn2nc([N+](=O)[O-])cc2C)C(O)(C(F)(F)F)C1 (stereo not drawn)
59. COC(=O)c1cn(NC(=O)Cc2c(F)cccc2Cl)c(=O)c2ccccc12
60. COc1ccccc1S(=O)(=O)c1ccccc1[N+](=O)[O-]
61. Cc1ccc(NC(=S)NCc2ccc(S(N)(=O)=O)cc2)cc1Cl
62. Cc1cc2ccccc2nc1Br

Compound,57,58,59,60,61,62
UPR XBP1 act,1,-1,-1,-3,1,-4
Jurkat NFkB inh,-3,-3,0,-3,4,3
Mdm2 MdmX PPI,-20,-5,8,-11,27,-3
TIM10 inh,13,-5,-7,17,-6,-7
697 NFkB inh,-5,-9,13,-21,9,11
tim10-1 inh,24,4,20,12,15,13
tim23-1 inh,35,14,13,15,7,6
CHOP UPR activ,-0.7,1.5,-0.6,3.2,1.4,1.3

# In the list so far, these contain a COOH group:
8. CCOc1ccc(/C=C2\SC(=S)N(CCC(=O)Nc3ccc(C(=O)O)cc3)C2=O)cc1
16. COc1ccccc1N1CCN(C(=O)c2ccccc2NC(=O)C2CCCCC2C(=O)O)CC1 (stereo not drawn)
29. O=C(O)C1C2C=CC(CC2)C1C(=O)O (stereo not drawn)
47. COc1ccc(N2C(=O)CC(Sc3ncccc3C(=O)O)C2=O)cc1 (stereo not drawn)

Compound,8,16,29,47
UPR XBP1 act,-4,1,-1,3
Jurkat NFkB inh,-3,8,2,-1
Mdm2 MdmX PPI,-2,-19,18,10
TIM10 inh,-16,1,-5,-8
697 NFkB inh,81*,12,8,1
tim10-1 inh,-6,9,8,-9
tim23-1 inh,-6,14,10,2
CHOP UPR activ,1.2,-0.5,1.1,0.9
